# Bioassay records deposited in PubChem BioAssay by Sanford-Burnham Center for Chemical Genomics.
# EphA4 KYL inhibition: inhibitors of EphA4 binding to KYL peptide, primary screen, biochemical, colorimetric, mouse EphA4 (AID 689) | EphA4-AP binding to KYL peptide, pNPP A405; higher % means a stronger effect | one-dose inhibition, % at 10 µM; IC50 in µM for titrated hits | hit rate 0.1% among 62,000; in the data active = a potency from the dose series; inactive = the rest, 99 in 100 with inhibition below about 22%
# An asterisk follows results filed as active.
EphA4 KYL inhibition | Structure
-5% | Cc1c(C(=O)Nc2ccc(OCc3ccccc3)cc2)cccc1[N+](=O)[O-]
0% | O=C(Cn1cnc2c(nnn2Cc2ccccc2F)c1=O)NCc1ccco1
-16% | COc1ccc(CNC(=O)C(c2ccc(C)cc2)N(Cc2cccs2)C(=O)c2ccc3c(c2)OCCO3)cc1 (stereo not drawn)
19% | O=C(O)C1C2C=CC(O2)C1C(=O)NCCCn1ccnc1 (stereo not drawn)
4% | CC1=Nc2ccccc2/C1=C\c1nc(-c2ccc(F)cc2)oc1O
-18% | C/C(Cl)=C\Cn1c(=O)c2c(nc3n2CCS3)n(C)c1=O
1% | CCOc1ccc(C(=O)NC(=S)N(Cc2ccccc2)Cc2ccccc2)cc1
-12% | CCN(CC)CC#CC(C)OCOCC#CCOC (stereo not drawn)
-6% | COc1ccc(Nc2nc(N)nc(CN(C)C3CCCCC3)n2)cc1
-12% | O=C(COc1ccc2c(c1)C(=O)CC1(CCCCC1)O2)NCc1ccccc1
-1% | Cc1cccc(C(=O)NCCN2CCCC2)c1
2% | O=C(Nc1ccc(Cl)cc1Cl)c1ccc(I)cc1
19% | Cc1cc(C)cc(N2Cc3ccccc3C2)c1
-7% | NC(=O)NC(=O)Nc1ccccc1Cl
5% | COc1ccccc1NS(=O)(=O)c1cc([N+](=O)[O-])ccc1Cl
-12% | COc1cccc(/C=N/Nc2snc(SC)c2C#N)c1
16% | O=c1c2c(nc3cc(-c4cccc(Cl)c4)[nH]n13)CCS2
-2% | Cc1ccc(NC(=S)NCCOc2ccccc2Cc2ccccc2)c(C)c1
28% | Cc1ccc(C2=Nc3ccccc3N=C(c3ccco3)C2)c(O)c1
-6% | FC(F)(F)c1cc(-c2ccco2)nc(NCc2ccccc2)n1
-7% | COc1cc(C2CC(=O)NC(SCC(=O)Nc3ccccc3C)=C2C#N)ccc1O (stereo not drawn)
26% | CCn1c(SCC(=O)Nc2ccc(NC(=O)c3ccco3)c(OC)c2)nc2ccccc2c1=O
-12% | Cc1ccc2sc(NC(=O)CSc3nc(C)cc(C)c3C#N)nc2c1
2% | Cc1ccc(S(=O)(=O)N2CCCC(C(=O)O)C2)s1 (stereo not drawn)
-14% | Cc1nnc(-c2cccc(Br)c2)c2cn(-c3ccccc3Cl)nc12
-7% | CCOC(=O)CSc1ncc(OC)c(Sc2ccc(Cl)cc2)n1
-5% | Cc1cc(C)c(NC(=O)C(C)c2cccc(C(=O)c3ccccc3)c2)c(C)c1 (stereo not drawn)
-9% | Cc1cc(C)n(C2CCCCC2OC(=O)c2ccccc2F)n1 (stereo not drawn)
-10% | COC(=O)c1ccc(NC(=O)c2sc3nc(-c4ccccc4)cn3c2C)cc1
-8% | c1ccc2cc(Sc3ncnc4c3oc3ccccc34)ccc2c1
-7% | CC1CCCN(C(=O)Cn2c(-c3nonc3N)nc3ccccc32)C1 (stereo not drawn)
-26% | CCOC(=O)C(NCc1ccc2c(c1)OCO2)(NC(=O)CC)C(F)(F)F (stereo not drawn)
6% | COc1ccc(C2C(C(=O)Nc3ccc(F)cc3)=C(C)Nc3nc(CCCO)nn32)cc1 (stereo not drawn)
-2% | COc1ccc(/C(N)=N/OC(=O)CSc2ccc(C)cc2)cc1OC
-1% | O=C(/C=C/c1ccc2c(c1)OCO2)NCCSCc1ccc(Cl)cc1
4% | CCOc1ccc2nc(NC(=S)N(C)C)sc2c1
5% | CCN(C(=O)c1cc(OC)c(OC)cc1[N+](=O)[O-])c1ccccc1
-10% | Cc1c(NC(=O)C(C)Sc2nc3ccccc3c(=O)n2CCO)c(=O)n(-c2ccccc2)n1C (stereo not drawn)
-4% | COc1ccc(C(=O)OCCN2C(=O)c3ccccc3C2=O)cc1
25% | COc1ccc(OC)c(/C=N/c2oc(-c3ccco3)c(-c3ccco3)c2C#N)c1
-5% | Cc1ccc(OCC(=O)NNC(=O)C2CCN(c3nc(C)cc(C)n3)CC2)cc1
3% | O=C(CCc1ccccc1)Nc1ccccc1F
-16% | CC/C(C)=C1\SC(N2CCN(c3cccc(C(F)(F)F)c3)CC2)=NC1=O
-6% | CC(C)[C@H](NC(=O)Nc1cccc(C(F)(F)F)c1)C(=O)O
-3% | O=C(Nc1ccc(F)cc1)c1sc2cc(C(F)(F)F)cnc2c1-c1cccs1
-5% | Fc1ccc(-c2ccnc3nc(N4CCN(c5ccccc5)CC4)nn23)cc1
12% | CCOC(=O)c1ccccc1NC(=O)Cc1cccs1
-17% | CCc1cc2c(cc3c(=O)n(CC(=O)NCCCN4CC(C)CC(C)C4)ncn32)s1 (stereo not drawn)
-3% | COC(=O)c1cc(OC)c(OC)cc1NC(=O)CSc1ccc(C)cc1
-8% | Cc1ccc(S(=O)(=O)CCc2nnc(NC(=O)COc3cccc(C)c3)s2)cc1
-12% | COC(=O)c1ccc(/C=C/C(=O)c2cccc([N+](=O)[O-])c2)cc1
-12% | CN(Cc1ccccc1)c1nc2c(c(=O)[nH]c(=O)n2C)n1CCCSc1ncccn1
-6% | Cc1ccccc1-n1c(=O)c2c(n3cnnc13)-c1ccccc1CC21CCCCC1
-14% | CC1CCCN(C(=S)NCCc2ccccc2)C1 (stereo not drawn)
-8% | C1CCC(NC2=NCCC2)CC1
3% | COCC(=O)Nc1nnc(COc2ccccc2)s1

# Next entries:
EphA4 KYL inhibition | Structure
5% | Cc1cccc(N2CCN(C(=O)CCCn3c(=S)[nH]c4cc5c(cc4c3=O)OCO5)CC2)c1C
-5% | Cc1cc(C(=O)NNC(=S)NCC2CCCO2)cs1 (stereo not drawn)
-12% | COc1cccc(C2C(C#N)=C(N)OC(C(C)(C)C)=C2C#N)c1 (stereo not drawn)
-11% | Cc1cccc(NC(=O)C(NS(=O)(=O)c2ccc3c(c2)CCC(=O)N3)c2ccccc2)n1 (stereo not drawn)
8% | CCOC(=O)C1=C(C)NC(C)=C(C(=O)OCC)C1c1cc2ccc(C)cc2[nH]c1=O
-11% | Cc1c(NC(=O)CSc2ccccc2C(=O)Nc2cccnc2)c(=O)n(-c2ccccc2)n1C
0% | COc1ccc(/C=C2/C(=O)N(c3ccccc3)N=C2c2ccccc2)c(OC)c1
6% | CC(C)c1ccc(OCCOc2ncnc3ccccc23)cc1
-8% | Cc1ccc(SCC(=O)O/N=C(\N)c2cccc([N+](=O)[O-])c2)cc1
-4% | Cc1ccc(C(=O)N/C(=C/c2ccc(-c3cc(C(F)(F)F)ccc3Cl)o2)C(=O)NCc2cccnc2)cc1
-6% | Cc1nnc2nc(-c3cccc(Cl)c3Cl)[nH]n12
-7% | COc1ccc(C2/C(=C(\O)c3ccc4c(c3)OCCO4)C(=O)C(=O)N2CCCN(C)C)c(OC)c1 (stereo not drawn)
-15% | CC(=O)Nc1nonc1NC(=O)CSc1ncn[nH]1
-10% | COC(=O)c1ccc(CSc2nnc(SCc3ccc(C(=O)OC)o3)s2)o1
-11% | CCC(C)NCCCCOc1ccc(C)cc1[N+](=O)[O-] (stereo not drawn)
-11% | O=C(NCc1ccccn1)C1CCN(S(=O)(=O)c2cccs2)CC1

# Exported tab-delimited: part of the list above.
Structure	EphA4 KYL inhibition
Cc1cccc(N2CCN(C(=O)CCCn3c(=S)[nH]c4cc5c(cc4c3=O)OCO5)CC2)c1C	5%
Cc1cc(C(=O)NNC(=S)NCC2CCCO2)cs1 (stereo not drawn)	-5%
COc1cccc(C2C(C#N)=C(N)OC(C(C)(C)C)=C2C#N)c1 (stereo not drawn)	-12%
Cc1cccc(NC(=O)C(NS(=O)(=O)c2ccc3c(c2)CCC(=O)N3)c2ccccc2)n1 (stereo not drawn)	-11%
CCOC(=O)C1=C(C)NC(C)=C(C(=O)OCC)C1c1cc2ccc(C)cc2[nH]c1=O	8%
Cc1c(NC(=O)CSc2ccccc2C(=O)Nc2cccnc2)c(=O)n(-c2ccccc2)n1C	-11%
COc1ccc(/C=C2/C(=O)N(c3ccccc3)N=C2c2ccccc2)c(OC)c1	0%
CC(C)c1ccc(OCCOc2ncnc3ccccc23)cc1	6%
Cc1ccc(SCC(=O)O/N=C(\N)c2cccc([N+](=O)[O-])c2)cc1	-8%
Cc1ccc(C(=O)N/C(=C/c2ccc(-c3cc(C(F)(F)F)ccc3Cl)o2)C(=O)NCc2cccnc2)cc1	-4%
Cc1nnc2nc(-c3cccc(Cl)c3Cl)[nH]n12	-6%
COc1ccc(C2/C(=C(\O)c3ccc4c(c3)OCCO4)C(=O)C(=O)N2CCCN(C)C)c(OC)c1 (stereo not drawn)	-7%
CC(=O)Nc1nonc1NC(=O)CSc1ncn[nH]1	-15%
COC(=O)c1ccc(CSc2nnc(SCc3ccc(C(=O)OC)o3)s2)o1	-10%
CCC(C)NCCCCOc1ccc(C)cc1[N+](=O)[O-] (stereo not drawn)	-11%
O=C(NCc1ccccn1)C1CCN(S(=O)(=O)c2cccs2)CC1	-11%

# Going on with the list.
EphA4 KYL inhibition | Structure
3% | Cc1ccc(C2CC(=O)N3CN(Cc4ccco4)CSC3=C2C#N)cc1 (stereo not drawn)
-14% | COc1ccc(C2/C(=C(/O)c3ccccc3)C(=O)C(=O)N2c2ccccn2)c(OC)c1 (stereo not drawn)
-8% | CCOc1ccc(NC(=O)CSc2nc3ccccc3c(=O)n2CCCC(=O)N2CCCC2)cc1
35% | C=CCOc1ccc(/C(O)=C2/C(=O)C(=O)N(CCN3CCOCC3)C2c2ccc(C)cc2)cc1 (stereo not drawn)
-5% | CC(=O)Oc1ccc(OC(C)=O)c(SCCCCCN2CCOCC2)c1
3% | Cc1nc(N2CCN(Cc3ccccc3)CC2)[nH]c(=O)c1C
-6% | CCn1c(/C=C/c2ccc([N+](=O)[O-])o2)nc2ccccc2c1=O
4% | CC(C)(C)c1nc(SCC(=O)Nc2ccc(N3CCOCC3)cc2)c2ccccc2n1
6% | CCOC(=O)C(=O)Nc1ccc(C(N)=O)cc1
-6% | Cn1c(SCc2nc3ccccc3s2)nnc1-c1cccs1
14% | CCOc1ccc(NC(=S)NC(NC(=O)c2cc(OC)c(OC)c(OC)c2)C(Cl)(Cl)Cl)cc1 (stereo not drawn)
1% | COCCCn1c(Cc2ccccc2)nnc1SCC(=O)N1CCCCC1
5% | CC(C)(C)SCCNC(=O)CSCc1ccc([N+](=O)[O-])cc1
-9% | CCN(CC)CCNC(=O)C1CCC(=O)N(c2ccc(OC)cc2)C1c1ccc(F)cc1 (stereo not drawn)
-10% | COC(=O)c1ccsc1NC(=O)C1COc2ccccc2O1 (stereo not drawn)
26% | Cc1ccc(OCC(=O)N2CCN(c3ccccn3)CC2)cc1
4% | COc1ccccc1NC(=O)CSc1nc2ncccc2[nH]1
-4% | CCOc1ccccc1NC(=O)Cn1nnc(C(=O)NCc2ccco2)c1N
2% | CCc1ccccc1NC(=O)C(=O)NCc1ccco1
-3% | COc1cc(/C=C2\NC(=S)NC2=O)ccc1Oc1ccc([N+](=O)[O-])cn1
-14% | COc1cc(/C=C(\C#N)c2nc3c(s2)CC(C)CC3)ccc1O (stereo not drawn)
6% | Cc1nc(SCC(=O)c2ccccc2)c([N+](=O)[O-])[nH]1
3% | COc1c(Cl)cc(Cl)cc1/C=N/n1cnnc1
-14% | O=C(NCCc1ccccn1)c1n[nH]c(=O)c2ccccc12
-5% | Nc1nnc(SCc2ccc([N+](=O)[O-])cc2)s1
0% | O=C1C2CCCN2C(c2cccs2)N1c1ccc(Cl)cc1 (stereo not drawn)
-18% | CCCOc1cccc(-c2cc(-c3n[nH]c(=S)n3CC)c3ccccc3n2)c1
-1% | COc1ccc(-c2noc(CCC(=O)NCc3cccnc3)n2)cc1OC
7% | COC(=O)CC1=C(C(=O)OC)C(c2cccs2)C(C#N)=C(N)O1 (stereo not drawn)
13% | COc1ccccc1Cc1nc(-c2ccc(Br)o2)no1
-9% | COc1ccc(OCc2nc(N)nc(Nc3ccccc3OC)n2)cc1
-7% | COC(=O)CSc1nnnn1-c1ccccc1
-8% | CC1=C(C(=O)OCc2ccccc2)C(c2cccnc2)n2nnnc2N1 (stereo not drawn)
-8% | CCOC(=O)c1ccc(N2COc3ccc4ccccc4c3C2)cc1
-23% | O=C1c2ccccc2C(Nc2cccnc2)N1Cc1ccccc1 (stereo not drawn)
-7% | CCc1ccc(N2CC(C(=O)Nc3cccc4ccccc34)CC2=O)cc1 (stereo not drawn)
-8% | COC(=O)c1[nH]c2ccc(F)cc2c1NC(=O)CCN1CC(C)OC(C)C1 (stereo not drawn)
4% | O=c1ccn(CCOc2ccc(Cl)cc2)c(=O)[nH]1
2% | CCCC(=O)N1CCN(c2ccc(C(=O)c3ccc(OC)c(Br)c3)cc2F)CC1
-10% | CCOc1ccc(Nc2cc(C)nc(-n3nc(C)cc3C)n2)cc1
5% | O=C(NCc1ccc2c(c1)OCO2)c1ccc(COc2cccc(Cl)c2)o1
-4% | COc1ccc(C(=O)CSc2ncn[nH]2)cc1[N+](=O)[O-]
6% | Cc1ccc(C(=O)c2ccccc2C(=O)O)c(O)c1
-20% | Cc1c(NC(=O)CSc2ccc3c(c2)OCCO3)c(=O)n(-c2ccccc2)n1C
0% | CCn1c(N2CCN(CC(=O)c3c(C)n(C)c4ccccc34)CC2)nc2c1c(=O)[nH]c(=O)n2C
-5% | N#CC1=C(SCc2ccccc2Cl)NC(=O)C(C(N)=O)C1 (stereo not drawn)
0% | O=C(N1CCN(c2ccccc2)CC1)C(F)(F)C(F)(F)F
-11% | CCC(CC)NCc1cc(Br)ccc1OC
-5% | O=C(CN1c2ccccc2Sc2ccccc21)NNC(=S)Nc1ccc(Cl)cc1Cl
-3% | NC(=O)CSc1nnc(-c2ccc(S(=O)(=O)N3CCCC3)cc2)n1Cc1ccco1
2% | CNCCOc1cc(C)nc(-c2ccccc2)n1
6% | O=C(Cc1cccs1)NCc1ccncc1
-11% | COc1cccc(OC)c1OCCCOc1c(OC)cccc1OC
-17% | COc1ccc(CCNC2CCN(C)CC2)cc1OC
-9% | COC(=O)c1cc(NC(=O)CN2C(=O)CSC2=O)ccc1Cl
-35% | CCOC(=O)c1cc(-c2nnc(SCC(=O)Nc3ccc(F)cc3)o2)c(C)nc1C
-4% | CCC1=NC(c2ccccc2)N(O)C1(C)C (stereo not drawn)
-4% | CCOC(=O)NC(NC(=S)Nc1ccccc1[N+](=O)[O-])C(Cl)(Cl)Cl (stereo not drawn)
-2% | CCc1ccccc1NC1=NCC(=O)N1C1CCCCC1

# A portion of the library; the hit share may differ from the screen's.
